Screening data from PubChem.
NTMT1 inh – NTMT1 methyltransferase inhibition; AID 1645870; NTMT1 MTase-Glo SAH luminescence, purified enzyme; 59,000 compounds, 2.5% hits; Potency, µM (titrated, usually from 114 µM), for inactives: at the top dose activity change, negative = inhibition, hits mostly inhibitors;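 also: potency is read from the fitted curve at half-maximal effect; plate controls were DMSO vehicle for no effect and no enzyme for full effect; nearly all actives have a fitted effect of over 65% in size; many of its hits are not listed in these tables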
Target sequence (Q9BV86 whole entry, looked up): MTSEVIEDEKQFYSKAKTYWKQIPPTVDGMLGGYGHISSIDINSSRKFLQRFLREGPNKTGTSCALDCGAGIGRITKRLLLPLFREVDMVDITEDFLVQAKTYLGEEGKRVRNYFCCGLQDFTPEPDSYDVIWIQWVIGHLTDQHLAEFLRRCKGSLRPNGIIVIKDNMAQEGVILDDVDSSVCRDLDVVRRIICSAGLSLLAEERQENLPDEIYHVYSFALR
FH mod – Identification of activators of human fumarate hydratase by quantitative high-throughput screening; FH coupled MDH/diaphorase resazurin fluorescence, 15 min; 54,000 compounds, 0.22% hits; AID 1347055, 2019; Potency, µM (top dose mostly 79.9 µM), without a hit: at the top dose activity change, negative = inhibition, most hits filed as inhibitors; also: potency is read from the fitted curve at half-maximal effect; % is scaled to controls: 0 for no effect and ±100 for the full control effect; the screen sought activators but most active calls are inhibition curves; nearly all actives have a fitted effect of over 45% in size
GALK inh – GALK (human) enzyme inhibition; P51570; recombinant GALK, Kinase-Glo ATP luminescence, 1 h; Potency, µM (series often up to 57.5 µM), for the others: top-dose activity, negative = inhibition, usual class: inhibitors; 44,000 tested, under 10 active; AID 1347072;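 also: plate controls were full GALK reaction for no effect and reaction lacking GALK for full effect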
Target sequence (P51570 whole entry, looked up): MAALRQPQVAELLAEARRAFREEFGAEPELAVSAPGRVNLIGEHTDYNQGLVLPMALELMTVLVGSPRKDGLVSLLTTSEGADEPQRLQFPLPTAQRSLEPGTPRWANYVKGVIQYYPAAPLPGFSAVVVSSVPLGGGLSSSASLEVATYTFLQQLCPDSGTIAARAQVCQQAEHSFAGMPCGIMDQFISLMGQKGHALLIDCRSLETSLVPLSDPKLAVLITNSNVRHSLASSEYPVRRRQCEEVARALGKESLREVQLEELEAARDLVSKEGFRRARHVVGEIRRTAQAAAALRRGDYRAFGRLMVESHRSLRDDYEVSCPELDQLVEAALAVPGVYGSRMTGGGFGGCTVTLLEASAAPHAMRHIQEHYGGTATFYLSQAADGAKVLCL
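Human GALK (5 nM) was incubated with 35 uM ATP and 100 uM galactose in 20 mM HEPES pH 8.0 with MgCl2, NaCl, DTT and BSA for 1 h at room temperature. Remaining ATP was measured by Kinase-Glo Plus luminescence.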
p53null 39C kill – kills p53 null cells at the nonpermissive temperature; H1299 p53-null (neo) cells, 39C, ATPlite viability, 24 h; 55,000 compounds, 0.97% hits; Potency, µM (top dose mostly 46.1 µM), without a hit: at the highest dose activity, negative = cell killing, hits mostly cytotoxic;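 also: potency is read from the fitted curve at half-maximal effect; 0% = DMSO only and -100% = full killing by 100 µM tamoxifen; nearly all actives have a fitted effect of over 50% in size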
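Temperature-shift cytotoxicity format: compound titrations on p53-null or A138V-expressing H1299 cells held 24 hr at 39C, cell ATP then measured, AC50 from Hill model.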
TSG101-PTAP inh – blocks PTAP binding to human TSG101, validation | Potency, µM (doses to about 115 µM), without a hit: at the highest dose activity change, negative = inhibition, usual class: inhibitors | Q99816 | Fluorescence polarization, FITC-PTAP peptide/Tsg101, 20 min | 44,000 tested, under 10 active; also: potency is read from the fitted curve at half-maximal effect; 0% is about no effect
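FITC-labeled PTAP peptide (50 nM final) binding to Tsg101 binding domain (10 uM final) read by fluorescence polarization after 20 min at r.t. in HEPES pH 7.5 buffer. Actives by CRC class, <25 µM.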
B2AR arrestin ag – ADRB2 beta-arrestin recruitment. 44,000 tested, under 10 active. HTLA Tango cells, beta-arrestin recruitment, luciferase luminescence, 18 h. AID 1347077. Potency, µM (top dose mostly 46.1 µM), for inactives: top-dose activation, hits mostly activators. P07550;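 also: potency is read from the fitted curve at half-maximal effect; 0% = DMSO and full agonism = EC100 isoproterenol or metaproterenol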
Target sequence (P07550 whole entry, looked up): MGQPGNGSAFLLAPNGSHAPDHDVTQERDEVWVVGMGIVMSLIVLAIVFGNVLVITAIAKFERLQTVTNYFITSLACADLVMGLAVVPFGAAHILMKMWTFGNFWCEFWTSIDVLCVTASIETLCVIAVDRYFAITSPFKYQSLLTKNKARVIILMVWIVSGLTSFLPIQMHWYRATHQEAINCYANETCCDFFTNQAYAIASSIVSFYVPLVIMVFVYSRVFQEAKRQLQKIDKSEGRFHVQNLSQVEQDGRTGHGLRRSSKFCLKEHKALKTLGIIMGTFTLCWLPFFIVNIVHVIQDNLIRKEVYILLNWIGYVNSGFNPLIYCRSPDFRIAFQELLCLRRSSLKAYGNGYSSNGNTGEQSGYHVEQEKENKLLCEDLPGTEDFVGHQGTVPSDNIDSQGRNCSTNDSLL
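Tango cells expressing recombinant beta2-AR and beta-arrestin were treated with compounds (up to 46 microM titration) in DMEM with 1% FBS for 18 hr at 37 degrees C. Beta-arrestin recruitment drove tTA-dependent luciferase, read by luminescence; curves were fitted and classed.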
p53null 32C tox – kills p53 null cells at the permissive temperature; H1299-neo p53 null cells, ATP luminescence, 24 h, 32C; Potency, µM (titrated, usually from 46.1 µM), for the others: at the top dose activity change, negative = cytotoxicity, hits mostly cytotoxic; 55,000 compounds, 0.62% hits; AID 903;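 also: potency is read from the fitted curve at half-maximal effect; 0% = DMSO only and -100% = full killing by 100 µM tamoxifen; nearly all actives have a fitted effect of over 55% in size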
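AC50 values derive from Hill modelling of qHTS concentration-response data (up to 46 uM) in H1299-neo cells. Cells were treated 24 h at 32C following overnight attachment at 37C; viability was read as cellular ATP.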
* marks the source's active call; other numbers are inactive results; ? = inconclusive; / = no result given; [ ] = dose if it differs, or a comment. Calls follow the shape of the dose curve; as a rule, active = well fitted curve in the direction sought with a large enough effect; inconclusive = small, poorly fitted or top-dose-only effect, or another doubt; inactive = no such curve, though single readings can be large; an effect the other way counts as inactive or inconclusive.

Values run as follows: B2AR arrestin ag	p53null 39C kill	GALK inh	TSG101-PTAP inh	NTMT1 inh	p53null 32C tox	FH mod
1: CCCCOc1c(Cl)cc(C(=O)N(Cc2ccc(C)o2)C2CCS(=O)(=O)C2)cc1Cl (configuration not stated)
→ -1%	?	-2%	-5%	-19%	51%[activator]	-27%
2: CCN(Cc1ccccc1)C(=O)Cn1c(=O)oc2cc(S(=O)(=O)N3CCCCCC3)ccc21
→ -4%	-9%	-1%	6%	10%	4%	-15%
3: CCc1ccc(-n2nc(CO)c(C(=O)NCc3cccs3)n2)cc1
→ -1%	-19%	-10%	-1%	1%	7%	-2%
4: Cn1c(=O)c2sccc2n2c(CCC(=O)N3CCN(c4ccccc4)CC3)nnc12
→ 0%	-15%	-8%	-8%	10%	-1%	-3%
5: CCc1cccc(NC(=O)CN2CCCN(Cc3cccc(C)c3)S2(=O)=O)c1
→ 0%	-5%	-1%	-2%	-4%	-4%	-16%
6: CSc1ncc(Cl)c(C(=O)Nc2c(C(=O)c3ccc(C)c(F)c3)oc3ccccc23)n1
→ -1%	?	0%	-7%	8%	3%	3%
7: CCc1ccc(-n2nc(C)c3c(C)cc(=O)n(CC(=O)Nc4ccc(F)cc4C)c32)cc1
→ -1%	2%	1%	0%	13%	1%	3%
8: CCCCOc1ccccc1NC(=O)CC1Sc2ccccc2NC1=O (configuration not stated)
→ -2%	20%	4%	0%	0%	-15%	2%
9: O=c1oc2c3c(ccc2c2ccccc12)OCN(Cc1ccc(Cl)cc1)C3
→ -1%	8%	-1%	-7%	-10%	-8%	-25%
10: Cc1ccc(S(=O)(=O)N(CC(=O)Nc2ccc(F)cc2F)Cc2ccc(F)cc2)cc1
→ 0%	-1%	-4%	3%	1%	-17%	-17%
11: CCOc1ccc(NC(=O)Cn2cnc3c(oc4ccccc43)c2=O)cc1
→ 0%	-4%	0%	-2%	8%	-3%	6%
12: Cc1cc(C)c(Nc2nc3ccccc3n3c(C)nnc23)c(C)c1
→ 0%	?	3%	-1%	2%	3%	-17%
13: COc1ccc(-n2c(=O)[nH]c3cc(C(=O)NCCc4ccc(Cl)cc4)ccc3c2=O)cc1OC
→ 1%	?	5%	-3%	15%	4%	-4%
14: CCc1ccccc1NC(=O)Cn1c(=O)n(CC2CCC(C(=O)NCCc3ccccc3)CC2)c(=O)c2ccccc21 (configuration not stated)
→ 1%	-8%	1%	1%	6%	2%	3%
15: CCc1ccc(NC(=O)c2ccc(F)c(S(=O)(=O)NCc3ccc(Cl)c(Cl)c3)c2)cc1
→ 1%	?	0%	-5%	9%	-10%	-3%
16: CCN1CCN(CCCNC(=O)c2cc3c(=O)n(C)c4ccccc4c3s2)CC1
→ 1%	-16%	0%	-13%	?	-5%	-25%
17: O=C1CC(c2ccccc2)Sc2ccccc2N1Cc1ccc(F)cc1 (configuration not stated)
→ 0%	8%	6%	-2%	0%	?	?
18: CCOCCCNC(=O)C(c1ccc(OC)cc1)N(Cc1ccc2c(c1)OCO2)C(=O)c1ccccc1O (configuration not stated)
→ 0%	9%	-3%	-3%	-20%	12%	0%
19: Cc1ccc(NCc2cc3cc4c(cc3n(CC(=O)Nc3ccc(F)cc3F)c2=O)OCCO4)cc1
→ 0%	5%	0%	-4%	?	2%	-3%
20: Cc1cccc(N2CCN(C(=O)COCc3cc(-c4ccc5c(c4)OCO5)on3)CC2)c1C
→ -1%	-19%	2%	12%	-2%	7%	-22%
21: Cc1cc(C)cc(NS(=O)(=O)c2ccc3c(c2)OCC(C(=O)N2CCCC2)O3)c1 (configuration not stated)
→ 0%	-11%	1%	1%	9%	5%	-14%
22: Cc1ccc(-c2nc3ncccn3c2Nc2ccc3c(c2)OCCO3)cc1
→ -1%	-19%	-2%	3%	?	-6%	-18%
23: Cc1ccc(CN2CCCn3nc(C(=O)NCCc4cccc(C)c4)cc3C2=O)cc1
→ 0%	-3%	-2%	3%	-10%	-3%	9%
24: COc1ccc(Cn2cc(C(=O)c3ccc(OC)cc3)c(=O)c3cc4c(cc32)OCCO4)cc1
→ -2%	-3%	1%	0%	17%	4%	?
25: Cc1nn2c(-c3ccccc3)cc(-c3ccccc3)nc2c1-c1ccc(Cl)cc1
→ 0%	49%[activator]	1%	-6%	5%	11%	-5%
26: Cc1ccccc1C(=O)Nc1nnc(SCc2cc(=O)n3ccccc3n2)s1
→ 0%	-10%	4%	2%	-4%	-6%	-7%
27: O=C(Cn1ncc2c3ccccc3n(Cc3cccc(Cl)c3)c2c1=O)NCc1cccs1
→ -3%	12%	7%	90%[activator]	?	0%	0%
28: Cc1nn(CCC(=O)NC(C)C)c(=O)c2nn(-c3ccccc3)c(C)c12
→ 0%	9%	1%	-4%	21%	3%	7%
29: Cc1cc2n(n1)CCC(=O)N2Cc1ccc(C(=O)Nc2cccc(C(F)(F)F)c2)cc1
→ -1%	-10%	0%	-3%	-19%	5%	-5%
30: Cc1ccc(S(=O)(=O)n2nc(-c3ccc(Cl)cc3)nc2NCc2ccccc2)cc1
→ 0%	-14%	3%	0%	26%	10%	?

The closing 2 compounds of the section above lead into the next.
Values run as follows: B2AR arrestin ag	p53null 39C kill	GALK inh	TSG101-PTAP inh	NTMT1 inh	p53null 32C tox	FH mod
29: Cc1cc2n(n1)CCC(=O)N2Cc1ccc(C(=O)Nc2cccc(C(F)(F)F)c2)cc1
→ -1%	-10%	0%	-3%	-19%	5%	-5%
30: Cc1ccc(S(=O)(=O)n2nc(-c3ccc(Cl)cc3)nc2NCc2ccccc2)cc1
→ 0%	-14%	3%	0%	26%	10%	?
31: Cc1cc2nc(N(Cc3cccnc3)C(=O)c3ccc(Cl)s3)sc2cc1C
→ -3%	9%	-12%	0%	9%	-2%	4%
32: CCOC(=O)c1cccc(NC(=O)c2sc3nc[nH]c(=O)c3c2C)c1
→ 0%	8%	2%	0%	-6%	-14%	-7%
33: COc1ccc(N2C(=O)Cc3cc(OC)c(OC)cc3C2c2ccc(F)cc2)cc1 (configuration not stated)
→ -2%	8%	-2%	-9%	/	30%	/
34: CCOC(=O)c1ccc(NC(=O)c2sc3ccccc3c2Cl)cc1
→ 1%	-30%	-2%	-5%	-11%	?	-2%
35: Cc1cc(NC(=O)c2oc3c(c2C)-c2[nH]ncc2CC3)ccc1Br
→ -1%	8%	3%	-1%	-28%	8%	-54%
36: O=C(NC1CCCCC1)c1ccc2c(c1)N(Cc1ccc(Cl)cc1)C(=O)c1ccccc1S2=O (configuration not stated)
→ -2%	2%	0%	-4%	20%	-5%	-12%
37: CCOC(=O)c1c(S(=O)(=O)N2CCC(C(=O)NCc3cccc(OC)c3)CC2)c(C)n(C)c1C
→ -3%	2%	-5%	-4%	4%	0%	-7%
38: Cc1cc(C(=O)Nc2c(C)nn(Cc3ccc(F)cc3)c2C)no1
→ 0%	21%	7%	-4%	/	5%	/
39: COc1ccc(OC)c(/C=C/C(=O)Nc2ccc(C(=O)OCCC(C)C)cc2)c1
→ 0%	29%	0%	1%	12%	-1%	?
40: CCOc1ccccc1-n1nnc(S(=O)(=O)c2ccc(C)cc2)c1N
→ -2%	-17%	5%	2%	13%	5%	-28%
41: O=C1CN(C(=O)c2ccc(Cl)cc2Cl)C(c2ccc(F)cc2)c2cc(F)ccc2N1 (configuration not stated)
→ 0%	-9%	3%	-3%	?	21%	-22%
42: CC(=O)N1CCC(N(Cc2ccco2)C(=O)Nc2cccc(C)c2)CC1
→ 0%	-3%	-3%	0%	3%	-12%	-1%
43: COc1ccc(-c2cc(-c3ccc(F)cc3)nc3c2COc2ccccc2-3)cc1
→ 0%	/	6%	3%	-5%	/	-1%
44: COc1ccccc1CNC(=O)c1nnn(CC(=O)Nc2c(C)cccc2C)c1N
→ -1%	5%	4%	-8%	-3%	-4%	4%
45: Cc1ccc(S(=O)(=O)C(CNC(=O)C(=O)NCc2ccc(Cl)cc2)c2cccs2)cc1 (configuration not stated)
→ -2%	14%	-1%	-2%	8%	-4%	1%
46: Cc1cc(C)c2oc(-c3cccc(NC(=O)c4ccc(Br)o4)c3)nc2c1
→ 1%	-3%	-2%	-4%	6%	-9%	-15%
47: Cc1ccc(S(=O)(=O)N(C)Cc2nc(-c3ccccc3)oc2C)cc1
→ 0%	2%	0%	-9%	-3%	-13%	-14%
48: CCOc1ccc(S(=O)(=O)Nc2nc3ccccc3nc2Nc2ccc(OC)cc2)cc1
→ -2%	15%	4%	-1%	12%	9%	-23%
49: COc1ccc(OC)c(-c2csc(-c3c(N)c(C(=O)c4ccccc4)n4ccccc34)n2)c1
→ -4%	-8%	8%	0%	4%	-5%	-8%
50: CCN(CC)C(=O)c1sc2c(c1C)c(=O)n(-c1ccccc1)c(=O)n2CC(=O)Nc1ccc(C)cc1C
→ -1%	14%	-2%	1%	13%	7%	-4%
51: CCCOc1ccccc1C(=O)Nc1nc2c(s1)CCCC2
→ -4%	-17%	4%	-1%	79µM*	-8%	-15%
52: COc1ccc(S(=O)(=O)NCC(c2ccco2)S(=O)(=O)c2ccc(C)cc2)cc1C (configuration not stated)
→ 0%	-28%	1%	1%	4%	-1%	-12%
53: COc1ccccc1-c1noc(CCCC(=O)NCc2ccco2)n1
→ 0%	-3%	9%	1%	-6%	0%	2%
54: COc1cccc(OC(=O)CSc2nnc(-c3ccc4c(c3)OCO4)o2)c1
→ 0%	27%	0%	0%	0%	-1%	-11%
55: O=S(=O)(c1ccc2nc(Nc3ccc(F)cc3)ccc2c1)N1CCCC1
→ -1%	1%	-2%	1%	-1%	0%	-11%
56: CCCn1c(=O)c2sccc2n2c(CCCC(=O)Nc3ccccc3OCC)nnc12
→ 0%	34%[activator]	-5%	-1%	-2%	0%	-7%
57: Cc1noc(C)c1S(=O)(=O)NCCc1csc2nc(-c3ccc(F)cc3)nn12
→ -3%	-16%	0%	-2%	-3%	4%	3%
58: Cc1ccc(CNC(=O)CCSCc2cnn(-c3ccccc3)c2-n2cccc2)cc1
→ 0%	-2%	3%	4%	-3%	12%	-12%
59: COc1ccc(-c2cc3nc(C)c(CCC(=O)N4CCN(c5ccc(F)cc5)CC4)c(C)n3n2)c(OC)c1
→ -1%	9%	8%	0%	-3%	7%	?
60: Cc1cc(Cl)ccc1NC(=O)CS(=O)(=O)c1cccc2nsnc12
→ 0%	13%	-2%	-7%	15%	-7%	-18%
61: O=C(CC1N=C2c3ccccc3N=C(SCC(=O)Nc3ccccc3F)N2C1=O)NCc1cccs1 (configuration not stated)
→ 2%	14%	-8%	-2%	-13%	0%	-6%
62: Cc1ccc(S(=O)(=O)c2cn(CC(=O)Nc3ccc4c(c3)OCO4)c3ccc(F)cc3c2=O)cc1
→ 1%	-17%	8%	1%	-2%	?	-13%
63: Cc1cc(F)ccc1NC(=O)c1csc2c1CCC(C)C2 (configuration not stated)
→ 0%	?	1%	1%	0%	-17%	7%
64: FC(F)(F)c1cccc(N2CCN(Cc3nnc(-c4ccccc4)o3)CC2)c1
→ 1%	?	3%	1%	2%	-4%	-10%
65: COc1ccc(N2CCN(C(=O)c3nn(C)c4c3CSc3ccccc3-4)CC2)cc1
→ -4%	-10%	-9%	0%	0%	-2%	-18%

A portion of the library (hit frequency here may not be typical).
